# KLF5 inh = inhibitors of KLF5 expression; inhibition, % at 5 µM; DLD-1 KLF5 promoter-luciferase reporter, luminescence; AID 1700; 0.23% of 290,000 active;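 active = inhibition above a per-plate limit of that plate's mean compound inhibition plus 3 SD, cut at about 60% in these data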;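 note: 0% = DMSO wells and 100% = LY294002 at 200 µM; higher means less KLF5 promoter-driven luciferase light; inactives centre near -14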
# GSK3beta inhib = human GSK3beta kinase inhibition; GST-GSK3beta kinase, ADP-Glo luminescence, 60 min; stronger effect = lower value; activity score (negative = inhibition), % at 10 µM; 0.038% of 300,000 active;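 active = more than half of replicate wells score below -50%, meaning over 50% inhibition versus plate controls; inconclusive = some replicates but at most half score below -50%; inactive = no replicate scores below -50%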;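 note: 0% = median DMSO wells and -100% = median GW8510 positive control wells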
# Target sequence (P49841 whole entry, looked up): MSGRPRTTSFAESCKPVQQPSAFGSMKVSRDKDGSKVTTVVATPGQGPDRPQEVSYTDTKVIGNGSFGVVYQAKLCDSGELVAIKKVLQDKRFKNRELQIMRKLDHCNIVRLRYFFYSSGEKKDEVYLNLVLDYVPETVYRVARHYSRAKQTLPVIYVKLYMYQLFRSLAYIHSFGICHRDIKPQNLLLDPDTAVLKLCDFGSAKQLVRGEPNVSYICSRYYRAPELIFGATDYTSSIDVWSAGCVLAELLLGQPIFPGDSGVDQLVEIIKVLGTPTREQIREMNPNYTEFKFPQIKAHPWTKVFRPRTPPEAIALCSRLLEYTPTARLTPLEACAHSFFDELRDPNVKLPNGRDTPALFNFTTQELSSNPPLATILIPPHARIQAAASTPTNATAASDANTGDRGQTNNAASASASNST
#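 test system = GST-tagged human GSK3beta kinase, cell-free | reagent = 25 µM ATP with peptide substrate | dosing = one dose of 10 µM per compound | schedule = 60 min reaction, RT | detection = luminescent ADP-Glo measurement of ADP formed | control set = DMSO neutral wells and GW8510 at 20 µM as positive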
# HSF1 inhib = HSF1 inhibition. NIH3T3-HGL HSE-luciferase, MG132-induced, luminescence 8 h; stronger effect = lower value. activity change, negative = inhibition, % at 7.5 µM (by protocol). 0.77% of 300,000 active;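 active = more than half of replicate wells show activity change below -50%, luminescence cut by over half; inconclusive = some wells, but at most half, below -50%; inactive = no replicate well below -50%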;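 note: luciferase reports HSF-1 transcriptional activity via heat shock element; 0% = median of DMSO wells and -100% = zero luminescence signal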
# PolyA inhibitor = blocks polyadenylation in yeast reporter cells | S. cerevisiae SKY197-pL101 polyadenylation reporter, beta-gal luminescence; efflux-impaired pdr1/pdr3 knockout yeast; score 100 = 6 SD above DMSO | calls only at 12 µM | 0.02% of 300,000 active;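 active = lowest replicate activity score at least 50, where 100 means six control SD above control mean; inconclusive = lowest score under 50 but half or more replicates reach 50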;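 note: yeast exposed to compound for 9 h at 30 °C; higher score means more reporter readthrough which indicates perturbed polyadenylation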
# IEC-6 tox = IEC-6 cytotoxicity, counter-screen for KLF5 inhibitors; luminescence viability; inhibition, % at 5 µM; 0.78% of 290,000 active; AID 1825; in the data active = inhibition above about 22%;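 note: 0% = plate median of test compound wells and 100% = cytotoxic reference compound wells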
# HSF1 activator = increases HSF-1 driven luciferase reporter signal | 1.7% of 300,000 active | NIH3T3-HGL HSF-1 luciferase reporter, MG132, 8 h; 100% = twice DMSO control signal | activation, % at 9 µM | AID 504408;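 active = mean replicate activation of at least 50% with a set share of replicates each reaching 50%; inconclusive = only one of those two conditions met; inactive = mean below 50% and too few replicates reaching it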;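 note: 0% = median of the neutral control wells and 100% = twice that signal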
# aSyn UTR inh = 5' untranslated region of α-synuclein, MLPCN primary screen; 0.82% of 300,000 active; inhibition, % (tested at 7.5 µM); AID 1813; alpha-synuclein 5'UTR reporter, inhibitor activity; in the data active = inhibition above about 60%; inconclusive = no clear call, values can overlap the other calls;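 note: H4 neuroglioblastoma cells stably carrying SNCA 5'UTR luciferase fusion; 0% = DMSO wells and 100% = positive control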
# AI-2 QS mod = Vibrio harveyi AI-2 quorum sensing modulation | Vibrio harveyi JMH597 AI-2 luminescence/OD600 ratio, 9 h; stronger effect = lower value; strain lacks LuxN and CqsS sensors; 0 = neutral-control median | activity change, % at 7.5 µM | 0.4% of 300,000 active | AID 2094; in the data active = activity change below about -75%, passing the limit was not always enough; inconclusive = no clear call, values can overlap the other calls;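 note: luminescence divided by OD600 gain over 9 h not by final OD600 alone; inactives centre near 13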
# HSP90 refold inh = blocks HSP90-mediated luciferase refolding in reticulocyte lysate; Rabbit reticulocyte lysate, luciferase refolding luminescence, 3 h; inhibition, % at 5.6 µM; 0.91% of 290,000 active;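 active = inhibition above the screen-wide mean plus 3 SD, computed separately per campaign, cut at about 16% in these data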;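 note: 0% = DMSO wells and 100% = 60 µM geldanamycin wells; inhibitors lower the luminescence because luciferase stays unfolded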
# GSK3 alpha inh = human GSK-3 alpha kinase inhibition | P49840 | 0.1% of 320,000 active | ADP-Glo luminescence, 60 min | inhibition, % at 10 µM;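 in the data active = inhibition above about 50%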;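 note: GST-tagged GSK-3 alpha with peptide substrate and 25 µM ATP; 0% = DMSO neutral wells and 100% = GW8510 positive control wells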
# Target sequence (P49840 whole entry, looked up): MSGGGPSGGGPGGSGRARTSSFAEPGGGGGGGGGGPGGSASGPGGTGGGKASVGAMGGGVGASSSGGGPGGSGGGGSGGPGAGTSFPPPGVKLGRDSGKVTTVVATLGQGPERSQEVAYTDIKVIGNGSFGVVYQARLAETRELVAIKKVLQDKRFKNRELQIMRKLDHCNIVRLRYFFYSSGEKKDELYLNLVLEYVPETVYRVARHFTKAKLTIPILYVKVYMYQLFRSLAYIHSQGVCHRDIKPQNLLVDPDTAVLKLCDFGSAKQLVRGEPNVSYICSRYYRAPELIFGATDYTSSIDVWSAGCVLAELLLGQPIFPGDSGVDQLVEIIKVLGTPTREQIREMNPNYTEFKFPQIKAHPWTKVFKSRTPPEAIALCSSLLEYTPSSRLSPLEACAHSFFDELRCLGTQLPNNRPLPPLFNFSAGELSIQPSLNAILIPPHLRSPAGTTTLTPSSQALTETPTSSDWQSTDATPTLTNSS
# Active calls of the source: *; i = inactive; ? = inconclusive; . = no result given. This is a subset (hit frequency here may not be typical).
mol	KLF5 inh	GSK3beta inhib	HSF1 inhib	PolyA inhibitor	IEC-6 tox	HSF1 activator	aSyn UTR inh	AI-2 QS mod	HSP90 refold inh	GSK3 alpha inh
COc1ccc(C(=O)COc2ccc(NC(C)=O)cc2)cc1	-20	3	1	i	-1	-6	-14	3	-4	0
CCS(=O)(=O)NCCc1csc(-c2cccnc2)n1	-14	1	-5	i	0	-1	-19	6	1	1
O=C(/C=C/c1ccccc1[N+](=O)[O-])NCc1ccc(Cl)cc1	-34	0	7	i	1	27	7	?	4	0
O=c1oc2cc(OCc3ccc(C(F)(F)F)cc3)ccc2cc1-c1ccccn1	-4	-2	-7	i	2	-10	-16	12	2	2
CC(CCc1ccco1)NC(=O)Cn1ncc2c(=O)oc3ccccc3c21 (stereo unspecified)	-21	3	-1	i	-7	-12	-16	-13	-1	-1
COc1ccc(CNC(=O)C2=C(C)C(=O)OC23CCC(C)CC3)cc1 (stereo unspecified)	-7	1	-1	i	0	-5	-18	25	3	-1
Cc1ccccc1NC(=S)N/N=C1\CC(C)(C)Oc2ccc(O)cc21	5	-6	-5	i	-7	13	10	8	-2	5
CC(C)n1c(=O)[nH][nH]c1=S	-37	3	-4	i	1	1	-17	24	0	-4
O=C(COc1nc2ccccc2nc1N1CCOCC1)NCC(F)(F)F	-18	0	1	i	2	-19	1	5	-2	1
COc1cc(-c2cc(=O)c3ccccc3o2)ccc1O	-69	2	13	i	-3	15	-48	22	0	3
COc1cccc(NC(=O)CN(C)CC(=O)NC(C)c2ccccc2)c1 (stereo unspecified)	12	3	10	i	4	9	-16	3	3	-1
COc1ccc2c(=O)c3c(=O)n(Cc4ccco4)c(-c4cc(OC)c(OC)c(OC)c4)nc3oc2c1	-10	-1	-35	i	-2	-49	-1	21	-1	-4
Cc1ccc(NC(=O)C(C)SCc2nc3sc4c(c3c(=O)[nH]2)CCCC4)nc1 (stereo unspecified)	-10	0	4	i	-13	-7	-4	9	0	0
CCOC(=O)c1ccc(NC2=CC(=O)CC(c3ccco3)C2)cc1 (stereo unspecified)	10	2	-5	i	3	-10	-12	21	7	-1
CCc1c(C)sc(NC(=O)c2cc(C)no2)c1C#N	-33	3	0	i	0	13	-23	17	-4	-3
CCCCCc1nnc(NS(C)(=O)=O)s1	-5	0	1	i	0	-4	18	17	0	-4
Clc1ccc(-n2cccc2)cn1	-17	-1	-2	i	2	-12	-8	5	4	-1
Cc1ccc(NC(=O)Cn2nnc(C(=O)NCc3ccccc3)c2N)cc1C	-33	1	2	i	1	3	17	12	0	2
O=C1/C(=C\c2ccco2)SC(=S)N1C1CCCCC1	-11	-2	0	i	-14	-7	-30	-4	-3	-2
COc1ccccc1NC(=O)Nc1nc(CC(=O)N2CCN(c3ccccc3OC)CC2)cs1	.	3	-14	i	.	-18	7	9	.	-1
O=C(CN1C(=O)C2CC=CCC2C1=O)Nc1nnc(SCc2ccc(Cl)cc2)s1 (stereo unspecified)	-5	-1	-7	i	1	-18	8	-2	0	-1
CC(=O)Oc1ccc(Nc2ccccc2)cc1	0	-1	-24	i	-3	-39	9	18	31*	3
COCCn1c(=O)[nH]c2cc(C(=O)NCCCN3CCN(c4ccc(F)cc4)CC3)ccc2c1=O	12	2	-8	i	-2	6	10	13	-1	1
COc1ccc(OC)c(NS(=O)(=O)c2ccc(NC(=O)C3COc4ccccc4O3)cc2)c1 (stereo unspecified)	-27	0	-1	i	-2	15	10	11	4	-2
O=C(Nc1ccc(Cl)c(S(=O)(=O)Nc2ccccc2Cl)c1)c1cccs1	-31	3	0	i	-10	2	10	76	-2	-5
CC(C)(C)c1cc(C(=O)O)n(Cc2ccc(Cl)cc2Cl)n1	-5	7	-9	i	3	-6	4	17	-1	-5
CCNC(=O)COC(=O)c1ccc(NS(=O)(=O)c2ccc3c(c2)OCCO3)cc1	-15	-1	-8	i	2	-11	-6	30	1	-3
Cc1cc(C)c2nc(N3CCC(C(=O)NCc4ccccn4)CC3)sc2c1	-94	4	8	i	0	9	-12	13	2	11
Cc1ccc(S(=O)(=O)NCCNC(=O)CN2CCCC2)cc1	-50	0	8	i	-1	2	13	32	2	-2
CN(C)S(=O)(=O)c1ccc(N2CCCC2)c(C(=O)Nc2nc3c(ccc4ccccc43)s2)c1	-26	1	-9	i	-1	-11	-14	20	1	0
CC(C)=CCN1CCN(CCCc2ccccc2)CC1CCO (stereo unspecified)	-27	2	-2	i	-4	-1	8	17	0	-4
CN1CCN(S(=O)(=O)c2ccc(Cl)s2)CC1	6	2	1	i	2	6	-6	14	-6	-3
Cc1[nH]n(-c2ccccc2)c(=O)c1S(=O)(=O)c1ccccc1	8	3	-15	i	4	-6	-24	8	2	-2
CC(C)=C1C2CCC1C1C(=O)N(NC(=O)COc3ccc(Cl)c(C)c3)C(=O)C21 (stereo unspecified)	-33	-1	8	i	-4	-20	10	29	1	-2
O=C(c1nc2ccc(Cl)cn2c1CN1CCC(CO)CC1)N1CCc2ccccc2C1	-48	0	3	i	-2	-6	8	24	1	0
CCCCNc1c(-c2ccc(OC)c(SC3CCCCC3)c2)nc2cc(C)ccn12	.	2	2	i	.	-14	-1	33	.	3
COc1ccccc1C/C(N)=N/OC(=O)COc1ccc(C)cc1	.	2	2	i	.	1	-6	8	.	-4
Clc1cc(Br)ccc1OCCCn1ccnc1	-49	2	-2	i	1	-9	-6	10	4	4
CCCCc1c(O)cc(C)[nH]c1=O	-3	0	0	i	2	5	-10	6	4	-1
CCNC(=O)CSc1nnc(-c2ccccc2Br)n1-c1cccc(C(F)(F)F)c1	-10	0	3	i	-1	-6	-2	7	-4	-1
COc1cccc(C(=O)/C=C/Nc2ccc(NC(C)=O)cc2)c1	-15	1	1	i	6	1	-125	10	2	-4
CCC(CO)NC(=O)c1ccccc1C(F)(F)F (stereo unspecified)	-30	-2	-5	i	6	0	12	17	1	-1
O=C(NN=C1CCCCCC1)c1cccnc1	18	2	.	i	6	.	-6	5	-7	-9
Fc1ccc(N2CCN(c3nc(CN4CCOCC4)nc4scc(-c5ccccc5)c34)CC2)cc1	13	0	11	i	-7	17	14	-4	3	0
COC(=O)c1cc(S(=O)(=O)NCC2CCN(CCc3ccc(OC)cc3)CC2)c[nH]1	-2	1	3	i	6	31	-6	5	-1	.
CC(C)c1ccc(N(CC(=O)N2CCN(Cc3ccccc3)CC2)S(C)(=O)=O)cc1	-28	.	1	i	0	7	7	.	0	0
Cc1cc(C(=O)N/N=C/c2ccc(OCc3ccccc3)cc2)c(C)o1	-30	-1	6	i	12	25	-49	25	3	-2
Cc1cc(C)nc(N/N=C/c2ccccc2Cl)n1	-59	1	7	i	1	25	-88	15	-1	3
O=C(Nn1cc(C(=O)Nc2ccc(F)cc2F)c2ccccc2c1=O)c1cnccn1	21	1	-2	i	8	-1	19	6	3	-2
Cn1c(SCc2ccc(F)cc2)nnc1-c1cccs1	-156	3	29	i	1	50	-108	9	1	3

# Following part.
mol	KLF5 inh	GSK3beta inhib	HSF1 inhib	PolyA inhibitor	IEC-6 tox	HSF1 activator	aSyn UTR inh	AI-2 QS mod	HSP90 refold inh	GSK3 alpha inh
CCOC(=O)c1[nH]c2ccccc2c1NC(=S)Nc1cc(C)ccc1C	-6	-3	4	i	8	17	-88	18	5	0
OCC1(CCOc2ccccc2)CCN(Cc2ccccc2C(F)(F)F)CC1	-11	2	7	i	2	-3	14	15	3	-7
COCCNC(=O)CC(NS(=O)(=O)c1ccc(C)cc1)c1ccco1 (stereo unspecified)	6	1	-2	i	-1	-1	7	23	0	0
Brc1cnc2nc(SC/C=C/c3ccccc3)[nH]c2c1	10	2	50	i	2	62*	-42	15	4	1
COC(=O)CNC(=O)CNC(=O)c1nn(-c2ccc(OC)c(OC)c2)c(=O)c2ccccc12	-3	-1	-1	i	-1	2	7	19	-2	-1
COCc1cc(C)nc(Nc2cc(C)ccc2C)c1C#N	1	3	5	i	-3	22	-42	15	-2	0
Clc1ccc(OCc2nc3ccccc3[nH]2)cc1	-130	0	43	i	-2	77*	-139	30	1	0
COc1ccc(N(CC(=O)N/N=C/c2ccc(OC)cc2OC)S(=O)(=O)c2ccccc2)cc1	-43	4	4	i	-1	23	2	9	3	1
Cc1sc(N/N=C/c2cccs2)nc1-c1ccccc1	-30	-2	11	i	11	26	-211	-3	-3	-2
CCc1ccc(NC(=O)CCc2nc3cccnc3n2Cc2ccc(OC)cc2)cc1	-14	2	-3	i	-3	9	16	24	4	-4

# Full records, looked up by structure.
# Record of CCc1ccc(NC(=O)CCc2nc3cccnc3n2Cc2ccc(OC)cc2)cc1 : KLF5 inh = -14; GSK3beta inhib = 2; HSF1 inhib = -3; PolyA inhibitor = i; IEC-6 tox = -3; HSF1 activator = 9; aSyn UTR inh = 16; AI-2 QS mod = 24; HSP90 refold inh = 4; GSK3 alpha inh = -4
# Record of COC(=O)CNC(=O)CNC(=O)c1nn(-c2ccc(OC)c(OC)c2)c(=O)c2ccccc12 : KLF5 inh = -3; GSK3beta inhib = -1; HSF1 inhib = -1; PolyA inhibitor = i; IEC-6 tox = -1; HSF1 activator = 2; aSyn UTR inh = 7; AI-2 QS mod = 19; HSP90 refold inh = -2; GSK3 alpha inh = -1

# Continuation.
mol	KLF5 inh	GSK3beta inhib	HSF1 inhib	PolyA inhibitor	IEC-6 tox	HSF1 activator	aSyn UTR inh	AI-2 QS mod	HSP90 refold inh	GSK3 alpha inh
CCCCN1C(=O)Nc2ccccc2S1(=O)=O	-25	1	-6	i	7	-13	36	8	0	-6
COc1ccc(N2CCN(c3ccc(N4C(=O)CC(C)C4=O)cc3[N+](=O)[O-])CC2)cc1 (stereo unspecified)	-17	0	-2	i	-2	-4	-8	47	-2	-1
C(=N\Nc1nc2ccccc2s1)/c1cccs1	-163	0	15	i	12	?	-212	20	-1	1
O=C(Cc1ccccc1)Nc1nnc(-c2ccco2)o1	28	0	-8	i	-2	-8	8	-17	1	0
Cc1nnc(N/N=C/c2ccccc2C(F)(F)F)n1N	3	-5	34	i	2	39	-8	4	-3	-1
CCCNC(=O)Cn1c(=O)n(CC(=O)N2CCCCC2)c(=O)c2sccc21	-12	2	-1	i	2	-16	-6	11	-4	-1
CC1Cc2ccccc2N1C(=S)NC(=O)c1ccc(Cl)cc1Cl (stereo unspecified)	6	2	7	i	1	7	-39	89	2	-1
NC(=O)C1=C[C@H](C2CCCCC2)C[C@H](OCc2ccc(CO)cc2)O1	-119	2	-24	i	-12	-42	-98	-3	5	-2
CCOC(=O)C(=CNc1ccc(C(F)(F)F)cc1)C(=O)OCC	-25	-1	-9	i	5	2	-21	21	-1	12
O=C(O)c1ccc(OCCOc2ccccc2)cc1	-18	-2	-2	i	0	15	9	18	4	-2
Cc1ccnc(SCC(=O)n2c3c(c4ccccc42)CC(C)CC3)n1 (stereo unspecified)	9	0	4	i	4	-4	-2	18	0	-4

# From PubChem BioAssay
